AMPAR-TARP mod = GluA2-stargazin AMPA receptor complex modulation | O88602+P19491 | HEK293 GluA2+stargazin, membrane potential dye (FDSS), glutamate EC50; hits were called plate by plate, in both directions | calls only at 30 µM | 3.5% of 40,000 active;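 active means any of four per-well response measures lying three or more SD from its plate-wide compound average, in either direction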
Target sequence (O88602 whole entry, looked up): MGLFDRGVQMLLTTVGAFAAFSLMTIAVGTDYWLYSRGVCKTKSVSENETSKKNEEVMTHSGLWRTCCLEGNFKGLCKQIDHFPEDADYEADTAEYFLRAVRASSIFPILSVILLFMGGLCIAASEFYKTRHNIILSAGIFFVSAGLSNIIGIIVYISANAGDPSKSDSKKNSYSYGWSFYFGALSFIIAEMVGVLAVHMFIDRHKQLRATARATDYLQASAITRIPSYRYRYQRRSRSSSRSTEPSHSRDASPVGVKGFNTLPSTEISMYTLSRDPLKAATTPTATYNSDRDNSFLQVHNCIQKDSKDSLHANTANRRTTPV
Target sequence (P19491 whole entry, looked up): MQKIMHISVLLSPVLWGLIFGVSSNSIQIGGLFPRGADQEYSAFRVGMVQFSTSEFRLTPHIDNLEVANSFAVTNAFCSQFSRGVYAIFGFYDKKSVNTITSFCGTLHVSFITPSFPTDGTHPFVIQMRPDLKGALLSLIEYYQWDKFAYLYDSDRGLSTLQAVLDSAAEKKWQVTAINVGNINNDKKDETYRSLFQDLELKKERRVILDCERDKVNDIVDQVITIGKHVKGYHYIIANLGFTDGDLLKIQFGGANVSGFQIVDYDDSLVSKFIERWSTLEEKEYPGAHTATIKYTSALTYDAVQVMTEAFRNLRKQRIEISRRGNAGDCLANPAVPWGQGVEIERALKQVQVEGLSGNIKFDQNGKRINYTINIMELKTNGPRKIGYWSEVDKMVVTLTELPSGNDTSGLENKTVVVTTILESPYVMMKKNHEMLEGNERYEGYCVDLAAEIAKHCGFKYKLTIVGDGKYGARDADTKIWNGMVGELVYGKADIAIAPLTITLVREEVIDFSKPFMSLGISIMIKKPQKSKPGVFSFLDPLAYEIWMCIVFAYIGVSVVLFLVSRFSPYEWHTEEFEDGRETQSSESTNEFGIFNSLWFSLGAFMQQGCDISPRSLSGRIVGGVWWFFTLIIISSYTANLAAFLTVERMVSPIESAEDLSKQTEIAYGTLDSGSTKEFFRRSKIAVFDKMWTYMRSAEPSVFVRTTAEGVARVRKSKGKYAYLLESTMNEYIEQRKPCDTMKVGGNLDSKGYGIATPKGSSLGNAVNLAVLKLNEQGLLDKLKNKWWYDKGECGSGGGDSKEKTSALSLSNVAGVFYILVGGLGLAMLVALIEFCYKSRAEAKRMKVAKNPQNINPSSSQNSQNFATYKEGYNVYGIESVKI
AMPAR-TARP mod agonism max-min = further read-out of AMPAR-TARP mod, marked with its call; compound max-min signal; compound-alone response (agonism);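 unitless range of fluorescence divided by baseline over first 100 seconds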
AMPAR-TARP mod glutamate slope = also measured in AMPAR-TARP mod; calls as there; glutamate slope, % of max; measured here: glutamate response slope, % max;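 scaled per plate between vehicle wells and maximal 1 mM glutamate control wells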
* = called active by the depositor; & = joins results of further samples. Only part of the results is shown; the hit share may differ from the screen's.

`COCCN1CCC(CNC(=O)c2ccc(C(F)(F)F)cc2)CC1` gave AMPAR-TARP mod inactive, AMPAR-TARP mod agonism max-min 0.0914 and AMPAR-TARP mod glutamate slope 71.9.
Screening O=C(c1ccc(C(F)(F)F)cc1)N1CCN(c2ncnc3c2nnn3-c2ccccc2)CC1 returned AMPAR-TARP mod inactive, AMPAR-TARP mod agonism max-min 0.0289 and AMPAR-TARP mod glutamate slope 27.5.
Screening Cc1ccc(Nc2ccc(N3CCN(C(=O)Cc4ccc(F)cc4)CC3)nn2)cc1 returned AMPAR-TARP mod inactive, AMPAR-TARP mod agonism max-min 0.107 and AMPAR-TARP mod glutamate slope 50.5.
`COCCNc1oc(-c2ccco2)nc1S(=O)(=O)c1ccc(Cl)cc1` gave AMPAR-TARP mod inactive, AMPAR-TARP mod agonism max-min 0.139 and AMPAR-TARP mod glutamate slope 57.5.
COc1cccc2cc(-c3nnc(NC(=O)c4ccco4)o3)oc12 was read as AMPAR-TARP mod inactive, AMPAR-TARP mod agonism max-min 0.104 and AMPAR-TARP mod glutamate slope 7.9.
For CCCc1cc(NCc2ccccn2)n2nc(C)c(-c3ccccc3)c2n1 the results were AMPAR-TARP mod inactive, AMPAR-TARP mod agonism max-min 0.115 and AMPAR-TARP mod glutamate slope 61.7.
`CCc1nnc(NS(=O)(=O)c2ccc(NC(=O)c3ccc([N+](=O)[O-])o3)cc2)s1` gave AMPAR-TARP mod inactive, AMPAR-TARP mod agonism max-min 0.0813 and AMPAR-TARP mod glutamate slope 73.4.
Cc1cc(Br)cc(C)c1OCC(=O)Nc1ccc(N2CCOCC2)cc1 was read as AMPAR-TARP mod inactive, AMPAR-TARP mod agonism max-min 0.0765 and AMPAR-TARP mod glutamate slope 60.0.
Screening COc1ccc(OC)c(S(=O)(=O)N2CCN(c3cccc(C(F)(F)F)c3)CC2)c1 returned AMPAR-TARP mod inactive, AMPAR-TARP mod agonism max-min 0.0889 and AMPAR-TARP mod glutamate slope 61.7.
For NC(=O)C1CCN(c2nc(/C=C/c3ccccc3)c([N+](=O)[O-])c(NCc3ccco3)n2)CC1 the results were AMPAR-TARP mod inactive, AMPAR-TARP mod agonism max-min 0.11 and AMPAR-TARP mod glutamate slope 69.1.
CC(C)Cc1cnc2c(c1SCC(=O)NC(C)C)c(=O)n(C)c(=O)n2C was read as AMPAR-TARP mod inactive, AMPAR-TARP mod agonism max-min 0.0304 and AMPAR-TARP mod glutamate slope 49.2.
For COc1ccc(Nc2cc(C)nc(-n3cc([N+](=O)[O-])cn3)n2)cc1OC the results were AMPAR-TARP mod inactive, AMPAR-TARP mod agonism max-min 0.126 and AMPAR-TARP mod glutamate slope 52.0.
Screening COc1ccccc1CCNC(=O)C(=O)Nc1ccc2c(c1)OCO2 returned AMPAR-TARP mod inactive, AMPAR-TARP mod agonism max-min 0.0508 and AMPAR-TARP mod glutamate slope 55.5.
Screening COc1ccc(-c2ccc(N3CCN(C(=O)C4CCCCC4)CC3)nn2)cc1OC returned AMPAR-TARP mod inactive, AMPAR-TARP mod agonism max-min 0.0326 and AMPAR-TARP mod glutamate slope 12.4.
`CCOc1ccc(C(=O)Nc2cccc(N3CCCCC3=O)c2)cc1OCC` gave AMPAR-TARP mod inactive, AMPAR-TARP mod agonism max-min 0.0926 and AMPAR-TARP mod glutamate slope 52.7.
CN(Cc1ccco1)S(=O)(=O)c1ccc(C(=O)Nc2nc3c(s2)C(=O)CC(C)(C)C3)cc1 was read as AMPAR-TARP mod inactive, AMPAR-TARP mod agonism max-min 0.0582 and AMPAR-TARP mod glutamate slope 46.1.
CC(=O)N1CCN(c2oc(-c3ccc(F)cc3)nc2S(=O)(=O)c2ccc(F)cc2)CC1 was read as AMPAR-TARP mod inactive, AMPAR-TARP mod agonism max-min 0.101 and AMPAR-TARP mod glutamate slope 53.7.
`COCc1cnc2c(c1SCC(=O)Nc1ccc(OC)c(OC)c1)c(=O)n(C)c(=O)n2C` gave AMPAR-TARP mod inactive, AMPAR-TARP mod agonism max-min 0.0684 and AMPAR-TARP mod glutamate slope 43.3.
O=C(O)c1cccnc1N1CCCCC1 was read as AMPAR-TARP mod inactive, AMPAR-TARP mod agonism max-min 0.0526 and AMPAR-TARP mod glutamate slope 55.9.
CS(=O)(=O)N1CCN(CCNC(=O)/C=C/c2ccccc2)CC1 was read as AMPAR-TARP mod inactive, AMPAR-TARP mod agonism max-min 0.126 and AMPAR-TARP mod glutamate slope 60.6.
For O=C(Nc1nccs1)C1CCN(c2ccc(-c3cccs3)nn2)CC1 the results were AMPAR-TARP mod inactive, AMPAR-TARP mod agonism max-min 0.123 and AMPAR-TARP mod glutamate slope 61.3.
For O=C(Nc1nc(CC(=O)N2CCN(c3ccccc3)CC2)cs1)c1ccc[nH]c1=O the results were AMPAR-TARP mod inactive, AMPAR-TARP mod agonism max-min 0.0664 and AMPAR-TARP mod glutamate slope 53.8.
For O=C(NCC1CCN(C2CCCC2)CC1)C(=O)Nc1ccc2c(c1)OCCO2 the results were AMPAR-TARP mod inactive, AMPAR-TARP mod agonism max-min 0.0731 and AMPAR-TARP mod glutamate slope 62.2.
For O=C1CCCN1c1cccc(NS(=O)(=O)c2cccc(Cl)c2)c1 the results were AMPAR-TARP mod inactive, AMPAR-TARP mod agonism max-min 0.147 and AMPAR-TARP mod glutamate slope 64.9.
For CC(=O)N1CC(C(=O)Nc2ccc(S(=O)(=O)Nc3ncccn3)cc2)C1 the results were AMPAR-TARP mod inactive, AMPAR-TARP mod agonism max-min 0.0947 and AMPAR-TARP mod glutamate slope 60.4.
Cn1c(=O)[nH]c(=O)c2c1nc(CN1CCN(Cc3ccccc3)CC1)n2CC(N)=O was read as AMPAR-TARP mod inactive, AMPAR-TARP mod agonism max-min 0.119 and AMPAR-TARP mod glutamate slope 59.8.
COc1ccccc1N1CCN(C(=S)Nc2ccc(S(C)(=O)=O)cc2)CC1 was read as AMPAR-TARP mod inactive, AMPAR-TARP mod agonism max-min 0.162 and AMPAR-TARP mod glutamate slope 57.4.
O=C(CN1CCC(c2nnc(C3CC3)o2)CC1)NCCc1ccccc1 was read as AMPAR-TARP mod active, AMPAR-TARP mod agonism max-min 0.073* and AMPAR-TARP mod glutamate slope 67.3*.
O=C(NCC(c1ccc(F)cc1)N1CCOCC1)c1cccc([N+](=O)[O-])c1 (centres undefined) was read as AMPAR-TARP mod inactive, AMPAR-TARP mod agonism max-min 0.0461 and AMPAR-TARP mod glutamate slope 57.6.
CN1C(=O)N(C)C2(CCN(C(=O)c3c(F)cccc3F)CC2)C1=O was read as AMPAR-TARP mod inactive, AMPAR-TARP mod agonism max-min 0.132 and AMPAR-TARP mod glutamate slope 54.7.
Screening CCOc1ccc(-c2noc(C3CC(=O)N(c4ccc5c(c4)OCO5)C3)n2)cc1 (centres undefined) returned AMPAR-TARP mod inactive, AMPAR-TARP mod agonism max-min 0.103 and AMPAR-TARP mod glutamate slope 67.3.
`Cc1nc(-c2ccccc2)sc1C(=O)NCCCn1nc(-c2cccs2)ccc1=O` gave AMPAR-TARP mod inactive, AMPAR-TARP mod agonism max-min 0.0953 and AMPAR-TARP mod glutamate slope 50.0.
`O=S(=O)(/C=C/c1ccccc1)N1CCN(c2ccc(-c3cccs3)nn2)CC1` gave AMPAR-TARP mod inactive, AMPAR-TARP mod agonism max-min 0.0401 and AMPAR-TARP mod glutamate slope 27.7.
Cc1c(Cl)ccc(S(=O)(=O)N2CCN(CCO)CC2)c1Cl was read as AMPAR-TARP mod inactive, AMPAR-TARP mod agonism max-min 0.0648 and AMPAR-TARP mod glutamate slope 44.9.
COc1ccc(/C=C2\SC(=S)N(c3ccc(O)cc3)C2=O)cc1 was read as AMPAR-TARP mod inactive, AMPAR-TARP mod agonism max-min 0.111 and AMPAR-TARP mod glutamate slope 65.1.
`Cc1ccc(S(=O)(=O)N(C)c2ccsc2C(=O)Nc2ccc(C#N)cc2)cc1` gave AMPAR-TARP mod inactive, AMPAR-TARP mod agonism max-min 0.0672&0.0285 and AMPAR-TARP mod glutamate slope 49.0&132.4.
For O=C(/C=C/c1cccs1)Nc1ncc(Cc2ccccc2F)s1 the results were AMPAR-TARP mod inactive, AMPAR-TARP mod agonism max-min 0.107 and AMPAR-TARP mod glutamate slope 57.1.
Screening O=C(O)COc1ccc(-c2ccccc2)cc1 returned AMPAR-TARP mod inactive, AMPAR-TARP mod agonism max-min 0.0415 and AMPAR-TARP mod glutamate slope 59.5.
For Cc1ccc(-c2n[nH]n3c2nc(=O)c2ccc(C(=O)NCc4ccccc4Cl)cc23)cc1 the results were AMPAR-TARP mod inactive, AMPAR-TARP mod agonism max-min 0.111 and AMPAR-TARP mod glutamate slope 50.1.
Screening COc1ccc(CC(=O)Nc2ccc(N3CCCC3=O)c(OC)c2)cc1OC returned AMPAR-TARP mod inactive, AMPAR-TARP mod agonism max-min 0.102 and AMPAR-TARP mod glutamate slope 56.4.
For COc1ccc(S(=O)(=O)N2CCCOC2CNC(=O)C(=O)NCc2ccccn2)cc1C (centres undefined) the results were AMPAR-TARP mod inactive, AMPAR-TARP mod agonism max-min 0.0816 and AMPAR-TARP mod glutamate slope 59.3.
Screening COc1ccc(S(=O)(=O)CC(=O)Nc2ccc3nc(SC)sc3c2)cc1 returned AMPAR-TARP mod inactive, AMPAR-TARP mod agonism max-min 0.036 and AMPAR-TARP mod glutamate slope 29.1.
`COC(=O)c1ccc2c(=O)n(CC(=O)NCC3CCN(Cc4ccccc4F)CC3)c(=S)[nH]c2c1` gave AMPAR-TARP mod inactive, AMPAR-TARP mod agonism max-min 0.0631 and AMPAR-TARP mod glutamate slope 68.3.
For COc1cccc(-c2cc(CC(=O)N3CCc4ccccc4C3)no2)c1 the results were AMPAR-TARP mod active, AMPAR-TARP mod agonism max-min 0.0491* and AMPAR-TARP mod glutamate slope 68.5*.
O=C1OC2CC1N(C(=O)c1nc3ccccc3s1)C2 (centres undefined) was read as AMPAR-TARP mod inactive, AMPAR-TARP mod agonism max-min 0.144 and AMPAR-TARP mod glutamate slope 45.9.
For COc1ccc(-c2cc(C(F)F)n3ncc(C(=O)N4CCCc5ccccc54)c3n2)cc1 the results were AMPAR-TARP mod inactive, AMPAR-TARP mod agonism max-min 0.0434 and AMPAR-TARP mod glutamate slope 41.5.
Screening CCOc1ccc(-n2nnnc2CN2CCN(C(=O)c3c(F)cccc3Cl)CC2)cc1 returned AMPAR-TARP mod active, AMPAR-TARP mod agonism max-min 0.111* and AMPAR-TARP mod glutamate slope 62.5*.
CN(Cc1ccco1)S(=O)(=O)c1ccc(C(=O)Nc2nc3c(s2)CCc2ccccc2-3)cc1 was read as AMPAR-TARP mod inactive, AMPAR-TARP mod agonism max-min 0.0566 and AMPAR-TARP mod glutamate slope 53.4.

7 structures out of the list, ordered by SMILES length, highest first:
CN(Cc1ccco1)S(=O)(=O)c1ccc(C(=O)Nc2nc3c(s2)CCc2ccccc2-3)cc1 was read as AMPAR-TARP mod inactive, AMPAR-TARP mod agonism max-min 0.0566 and AMPAR-TARP mod glutamate slope 53.4.
For COc1ccc(-c2cc(C(F)F)n3ncc(C(=O)N4CCCc5ccccc54)c3n2)cc1 the results were AMPAR-TARP mod inactive, AMPAR-TARP mod agonism max-min 0.0434 and AMPAR-TARP mod glutamate slope 41.5.
Screening COc1ccc(S(=O)(=O)CC(=O)Nc2ccc3nc(SC)sc3c2)cc1 returned AMPAR-TARP mod inactive, AMPAR-TARP mod agonism max-min 0.036 and AMPAR-TARP mod glutamate slope 29.1.
For COc1cccc(-c2cc(CC(=O)N3CCc4ccccc4C3)no2)c1 the results were AMPAR-TARP mod active, AMPAR-TARP mod agonism max-min 0.0491* and AMPAR-TARP mod glutamate slope 68.5*.
For O=C(/C=C/c1cccs1)Nc1ncc(Cc2ccccc2F)s1 the results were AMPAR-TARP mod inactive, AMPAR-TARP mod agonism max-min 0.107 and AMPAR-TARP mod glutamate slope 57.1.
O=C1OC2CC1N(C(=O)c1nc3ccccc3s1)C2 (centres undefined) was read as AMPAR-TARP mod inactive, AMPAR-TARP mod agonism max-min 0.144 and AMPAR-TARP mod glutamate slope 45.9.
Screening O=C(O)COc1ccc(-c2ccccc2)cc1 returned AMPAR-TARP mod inactive, AMPAR-TARP mod agonism max-min 0.0415 and AMPAR-TARP mod glutamate slope 59.5.

Remaining list, next part:
Screening CCSc1ccccc1C(=O)Nc1ccc(C)c(N2CCCCC2=O)c1 returned AMPAR-TARP mod inactive, AMPAR-TARP mod agonism max-min 0.0517 and AMPAR-TARP mod glutamate slope 53.8.
Screening Cc1ccc(C)c(Cn2c(N3CCN(CC(N)=O)CC3)nc3c2c(=O)[nH]c(=O)n3C)c1 returned AMPAR-TARP mod inactive, AMPAR-TARP mod agonism max-min 0.0674 and AMPAR-TARP mod glutamate slope 34.8.
For Cc1ccc(S(=O)(=O)N2CCC(C(=O)Nc3nc4c(C)cc(C)cc4s3)CC2)cc1 the results were AMPAR-TARP mod inactive, AMPAR-TARP mod agonism max-min 0.0908 and AMPAR-TARP mod glutamate slope 52.4.
Screening O=C(Nc1ccc(Cl)c(Cl)c1)N1CCC(N2CCCC2=O)CC1 returned AMPAR-TARP mod inactive, AMPAR-TARP mod agonism max-min 0.129 and AMPAR-TARP mod glutamate slope 69.3.
COc1cccc(S(=O)(=O)NCC(O)(c2ccccc2)C2CC2)c1 (centres undefined) was read as AMPAR-TARP mod inactive, AMPAR-TARP mod agonism max-min 0.164 and AMPAR-TARP mod glutamate slope 41.9.
CCOC(=O)c1ccc(NS(=O)(=O)N2CCCCCC2)cc1 was read as AMPAR-TARP mod inactive, AMPAR-TARP mod agonism max-min 0.108 and AMPAR-TARP mod glutamate slope 47.4.
Screening CCCOc1ccc(N2CCN(C(=O)c3cc(=O)c4ccccc4o3)CC2)nn1 returned AMPAR-TARP mod inactive, AMPAR-TARP mod agonism max-min 0.0624 and AMPAR-TARP mod glutamate slope 38.5.
`Cc1nccn1CC1CCN(C(=O)NCCc2ccccc2)CC1` gave AMPAR-TARP mod inactive, AMPAR-TARP mod agonism max-min 0.0995 and AMPAR-TARP mod glutamate slope 41.9.
